Assay outcomes as filed in PubChem BioAssay.
G6PDH CS: inhibits Leuconostoc G6PDH, flagging false hits in G6PDH-based assays; Purified L. mesenteroides G6PDH, diaphorase/resazurin coupled fluorescence, 45 min; inhibition, % at 5 µM; 0.12% of 200,000 active; in the data active means inhibition above about 50%
TLR4-MyD88 BLA: TLR4-MyD88 interaction inhibition in cells; 0.18% of 200,000 active; O00206+Q99836; inhibition, % at 8.4 µM; HeLa CL3-4 TLR4/MyD88 BLA complementation, FRET ratio; in the data active means inhibition above about 25%;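 further: 0% = vehicle and 100% = reference inhibitor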
Target sequence (O00206 whole entry, looked up): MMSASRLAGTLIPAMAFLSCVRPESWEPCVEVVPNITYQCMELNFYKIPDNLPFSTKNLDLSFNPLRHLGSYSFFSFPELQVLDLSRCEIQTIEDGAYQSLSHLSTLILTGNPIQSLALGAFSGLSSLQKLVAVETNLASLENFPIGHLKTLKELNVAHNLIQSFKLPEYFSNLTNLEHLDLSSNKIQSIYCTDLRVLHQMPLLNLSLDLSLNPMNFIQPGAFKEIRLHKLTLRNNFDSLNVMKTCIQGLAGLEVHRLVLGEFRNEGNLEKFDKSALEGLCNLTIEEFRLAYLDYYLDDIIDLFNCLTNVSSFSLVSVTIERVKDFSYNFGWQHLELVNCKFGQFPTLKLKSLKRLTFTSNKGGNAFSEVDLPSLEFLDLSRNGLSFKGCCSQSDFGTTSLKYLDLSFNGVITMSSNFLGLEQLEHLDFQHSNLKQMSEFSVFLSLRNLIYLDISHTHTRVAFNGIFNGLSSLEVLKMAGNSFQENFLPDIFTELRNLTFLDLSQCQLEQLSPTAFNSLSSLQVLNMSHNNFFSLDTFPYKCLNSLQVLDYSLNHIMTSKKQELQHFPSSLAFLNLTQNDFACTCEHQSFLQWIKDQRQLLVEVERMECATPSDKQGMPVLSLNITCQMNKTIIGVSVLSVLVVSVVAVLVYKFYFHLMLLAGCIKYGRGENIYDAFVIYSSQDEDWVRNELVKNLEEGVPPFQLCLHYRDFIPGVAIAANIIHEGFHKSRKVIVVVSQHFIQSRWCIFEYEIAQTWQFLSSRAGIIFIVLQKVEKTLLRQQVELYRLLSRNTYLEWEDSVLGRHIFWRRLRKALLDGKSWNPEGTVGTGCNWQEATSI
Target sequence (Q99836 whole entry, looked up): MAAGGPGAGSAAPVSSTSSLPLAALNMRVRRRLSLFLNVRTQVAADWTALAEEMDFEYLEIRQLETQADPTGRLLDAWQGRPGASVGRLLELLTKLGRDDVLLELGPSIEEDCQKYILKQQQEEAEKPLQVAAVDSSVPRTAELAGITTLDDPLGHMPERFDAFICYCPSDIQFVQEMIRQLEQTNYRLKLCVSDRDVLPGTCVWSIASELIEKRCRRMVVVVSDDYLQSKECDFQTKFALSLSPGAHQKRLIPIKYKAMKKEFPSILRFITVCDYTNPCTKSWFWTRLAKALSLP
APP 5'UTR act: APP 5'UTR luciferase reporter activation. SH-SY5Y APP 5'UTR luciferase reporter, luminescence; zero percent = DMSO vehicle wells. activation, % at 2 µM. 1% of 190,000 active. AID 1276;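 active means activation above a set limit, based on mean plus 3 SD of controls, cut at about 140% in these data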; further: values of inactives mirror those of a sister screen read the other way
Diaphorase inh: diaphorase inhibition or chemical oxidation counter-screen. diaphorase resazurin-to-resorufin fluorescence, NADH, 16 min; bacterial (C. kluyveri) enzyme, not human. inhibition, % at 20 µM. 0.69% of 190,000 active. AID 1217;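 active means primary screen inhibition at 20 µM above a set limit, cut at about 50% in these data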;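 further: plate controls were DMSO with full reaction for no effect and wells lacking NADH for full effect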
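Detection: fluorescence of resorufin formed from resazurin, Ex 544/Em 590 nm; test system: Clostridium kluyveri diaphorase enzyme; amount: 0.14 U/mL diaphorase, enzyme working solution; times: 16-min room-temperature incubation before reading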
FLuc inh counter: inhibits firefly luciferase, flagging false hits in luciferase inhibition screens | ATPLite firefly luciferase biochemical luminescence, 10 min | inhibition, % at 10 µM | 1.5% of 200,000 active | AID 1006;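 active means inhibition above about 50% when tested at 10 µM, limit read from the data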
NF-kB expr up: compounds increasing NF-kB expression in human neuronal cells; AID 1239; 1.6% of 190,000 active; NF-kB reporter expression; hits give high values; fold change at 12.5 µM; in the data active means fold change above about 3.3
FLuc stim CS: affects firefly luciferase, flagging false hits in luciferase stimulation screens; ATPlite luciferase biochemical, luminescence, 10 min; 0 = ATP-free wells, 1 = DMSO control; AID 1027; activation factor at 10 µM; 200,000 tested, under 10 active;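 active means luciferase activation factor, scaled between plate controls, of at least 2 with compound at 10 µM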
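System: Luciferase/luciferin detection reagent, cell-free biochemical luciferase assay | Medium: PBS buffer for ATP | Dosing: Test compounds dosed from 2 mM stocks in 100% DMSO | Timing: 10 min at ambient temperature | Signal: Luminescence measurement of luciferase light output | Evaluation: Luciferase activation, seen as luminescence increase over controls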
STAT1 activator: activators of IFN-gamma induced STAT1 signaling. activation (% of control), % at 5.5 µM. AID 932. 2.6% of 200,000 active. NIH 3T3 STAT1-luciferase reporter, luminescence; 100% = IFN-gamma alone, no compound;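 active means activation above the screen-wide mean activation plus 3 SD, cut at about 130% in these data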;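 further: raw ratio to IFN-gamma control signal so 100% means no change and 0% no light; values of inactives mirror those of a sister screen read the other way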
Diaph act CS: activates diaphorase or chemically reduces, flagging diaphorase assay artifacts. Diaphorase/resazurin coupled assay, resorufin fluorescence, 16 min; hits give high values; 1 = vehicle wells, 0 = NADH-free wells. activation factor at 20 µM. AID 1229. 0.005% of 190,000 active;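 active means diaphorase activity raised at least twofold by the compound at 20 µM; inactive means activation factor below 2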
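Material: bacterial diaphorase enzyme (C. kluyveri); amount: enzyme 0.07 U/mL final; reagent: NADH substrate 0.114 mM plus resazurin dye 0.1 mM, final; doses: single compound dose of 20 µM, 1% DMSO final; timing: 16 min enzyme reaction, ambient temperature; measured by: fluorescence of resorufin, 544 nm excitation, 590 nm emission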
APP transl inh: APP translation inhibition; SH-SY5Y APP 5'UTR-luciferase reporter, luminescence; inhibition, % at 2 µM; 0.82% of 190,000 active; AID 1285;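 active means inhibition above a set limit, derived from the sample mean plus 3 SD, cut at about 45% in these data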; further: values of inactives mirror those of a sister screen read the other way
An asterisk follows results filed as active; i = inactive.

SMILES	G6PDH CS	TLR4-MyD88 BLA	APP 5'UTR act	Diaphorase inh	FLuc inh counter	NF-kB expr up	FLuc stim CS	STAT1 activator	Diaph act CS	APP transl inh
Cc1ccc(Cn2c(=S)[nH]c3ccc(N4CCOCC4)cc3c2=O)o1	0	12	12	28	5	0.77	0.9	97	0.7	-12
COC(=O)CNC(=O)C1CCN(C(=O)OCc2ccccc2)CC1	17	-3	-2	9	-7	1	1.1	103	0.9	2
O=C(NCC1CCCO1)C(c1cccs1)N(C(=O)c1ccc(CN2CCOCC2)o1)c1ccc(Cl)cc1 (stereo unspecified)	-2	-8	-9	0	2	0.95	1	98	1	9
CN(CCO)CC(O)Cn1cnc2c1c(=O)n(C)c(=O)n2C (stereo unspecified) (tested in a mixture with another compound)	13	2	-6	25	-6	i	1.1	99	0.8	6
CN(C)C(=O)COC(=O)c1ccccc1Sc1ccccc1C#N	-1	12	-2	6	-8	1.2	1.1	103	0.9	2
CC(C)CO/C(=N/S(=O)(=O)c1ccccc1)c1ccccc1	11	-6	-10	12	-10	1.1	1.1	102	0.9	10
O=C(CSc1nc2ccccc2c(=O)n1-c1ccccc1)NCc1ccco1	10	11	-1	5	-5	0.93	1	98	1	1
CCOC(=O)C(Oc1ccc(=O)n(-c2ccccc2)n1)C(C)=O (stereo unspecified)	6	-4	4	7	-2	1	1	97	0.9	-4
O=C(O)c1cccc(Nc2ncnc3sccc23)c1	4	-10	5	-12	12	1.1	0.9	89	1.1	-5
CN(C)CCNC(=O)c1cc2c(s1)-c1ccccc1OC2	7	-3	37	-11	-4	2	1	109	1.1	-37
CC(C)(C)c1ccc(OCC(=O)N/N=C/C2CC=CCC2)cc1 (stereo unspecified)	6	-1	9	5	4	1.3	1	103	0.9	-9
Cc1ccc(C)c(/C(O)=C2/C(=O)C(=O)N(CCN3CCOCC3)C2c2ccco2)c1 (stereo unspecified)	2	3	14	-3	1	1	1	99	1	-14
COc1ccc(/C=C2\CCCC3C2=NN(C(=O)c2scnc2C)C3c2ccc(OC)c(OC)c2)cc1OC (stereo unspecified)	12	-4	-2	12	5	1.1	0.9	109	0.9	2
CCCCCCn1c(CN2CCCCC2C)nc2c1c(=O)n(C)c(=O)n2C (stereo unspecified)	1	0	5	15	-7	1.4	1.1	91	0.8	-5
COc1ccc(CNCCC(c2ccccc2)C2CCOC(C)(C)C2)cc1 (stereo unspecified)	14	1	-14	0	-5	1.1	1	95	1	14
Cc1ccc2c(c1)/C(=N/OC(=O)c1ccc(F)cc1)CCS2	10	1	9	1	27	0.93	0.7	101	1	-9
CCCCOc1ccc(Cl)cc1CSc1nncn1N	-17	-2	10	13	-6	0.79	1.1	90	0.9	-10
NCCNc1ccc([N+](=O)[O-])c(Sc2nc3ccccc3[nH]2)c1	-1	1	-21	9	-7	1.8	1.1	100	0.9	21
COc1cccc(CNC(=O)CCC2CCCN(C(=O)c3ccc(OC)c(F)c3)C2)c1 (stereo unspecified)	12	2	12	19	-8	1.2	1.1	101	0.8	-12
Cc1cc(OCCCCn2ccnc2)cc(C)c1Cl	6	1	15	-3	-1	1	1	101	1	-15

Next section; the last 2 above are carried over.
SMILES	G6PDH CS	TLR4-MyD88 BLA	APP 5'UTR act	Diaphorase inh	FLuc inh counter	NF-kB expr up	FLuc stim CS	STAT1 activator	Diaph act CS	APP transl inh
COc1cccc(CNC(=O)CCC2CCCN(C(=O)c3ccc(OC)c(F)c3)C2)c1 (stereo unspecified)	12	2	12	19	-8	1.2	1.1	101	0.8	-12
Cc1cc(OCCCCn2ccnc2)cc(C)c1Cl	6	1	15	-3	-1	1	1	101	1	-15
C/C(=N\O)c1ccc2c3ccccc3n(C)c2c1	1	10	67	23	3	2.3	1	122	0.8	-67
O=C(/C=C/c1cc([N+](=O)[O-])ccc1OC(F)F)Nc1cccc2ccccc12	-27	5	5	20	-7	0.79	1.1	93	0.8	-5
O=C(NCc1nc2ccccc2[nH]1)c1cccs1	-14	6	11	17	-2	1.6	1	108	0.8	-11
Cc1c(Cl)cccc1NC(=O)CC1SC(=NCC2CCCO2)NC1=O (stereo unspecified)	-1	-20	0	2	0	2.2	1	108	1	0
Cc1[nH]n(-c2ccc([N+](=O)[O-])cc2)c(=O)c1C=NCCc1c(C)[nH]c2ccccc12	-7	8	-4	6	1	0.69	1	99	0.9	4
CC1=NN(C(=O)c2ccc(Cn3ccc([N+](=O)[O-])n3)cc2)C(O)(C(F)(F)F)C1 (stereo unspecified)	-2	-16	-7	-2	-4	0.89	1	93	1	7
O=C(COC(=O)c1ccc(Cl)c(S(=O)(=O)N2CCCCCC2)c1)Nc1ccccc1	18	-6	3	13	-4	1.1	1	107	0.9	-3
COc1ccc(N(C(=O)CCC(=O)Nc2cc(C)on2)C(C(=O)NC2CCCC2)c2ccco2)cc1 (stereo unspecified)	-2	-22	0	9	-5	1.1	1.1	109	0.9	0
O=C(CCn1cnc(-c2ccccc2)c1-c1ccccc1)N/N=C/c1ccc(O)cc1	4	5	13	21	-4	0.75	1	92	0.8	-14
Cc1ccccc1C1NC(=O)Cc2ccccc21 (stereo unspecified)	14	-6	-15	10	-2	0.96	1	95	0.9	15
O=C(CC(=O)c1ccccc1O)c1ccc(F)cc1	6	10	30	2	3	1.1	1	114	1	-30
Cc1cccc(C(=O)Nc2ccc(C(=O)/C=C/c3cccnc3)cc2)c1	3	13	9	-9	-6	1.2	1.1	92	1.1	-9
Cc1ccc(Nc2cc(=O)[nH]c(=O)[nH]2)cc1Cl	3	-4	-2	22	-11	1.1	1.1	111	0.8	2
CC(C)(C)NC(=O)COC(=O)c1ccc(Cl)cc1O	6	-16	5	10	-7	1.3	1.1	95	0.9	-5
COc1cc(NC(=O)c2c3c(nc4ccccc24)CCC3)cc(OC)c1	2	7	-4	-1	-4	0.99	1	102	1	4
CCOC(=O)c1c(NC(=O)CC2SC(=NC)N(C)C2=O)sc(C)c1C (stereo unspecified)	8	3	6	9	-1	0.76	1	98	0.9	-6
CN(C)S(=O)(=O)n1ccnc1	2	-8	-15	9	-7	1.1	1.1	103	0.9	15
COCCn1nnnc1C(c1cccs1)N1CCN(c2cc(C)ccc2C)CC1 (stereo unspecified)	8	-6	4	6	0	0.99	1	101	0.9	-4
CC1CCN(S(=O)(=O)Cc2ccccc2Cl)CC1	1	18	6	-1	8	1	0.9	98	1	-6
COc1ccc(-n2c(=O)c3ccccc3n(CC(=O)NC3CCCC3)c2=O)cc1	16	-10	-10	14	-2	1.1	1	95	0.9	10

4 entries already listed, ordered by formula weight, rising:
SMILES	G6PDH CS	TLR4-MyD88 BLA	APP 5'UTR act	Diaphorase inh	FLuc inh counter	NF-kB expr up	FLuc stim CS	STAT1 activator	Diaph act CS	APP transl inh
O=C(CC(=O)c1ccccc1O)c1ccc(F)cc1	6	10	30	2	3	1.1	1	114	1	-30
COc1ccc(-n2c(=O)c3ccccc3n(CC(=O)NC3CCCC3)c2=O)cc1	16	-10	-10	14	-2	1.1	1	95	0.9	10
COCCn1nnnc1C(c1cccs1)N1CCN(c2cc(C)ccc2C)CC1 (stereo unspecified)	8	-6	4	6	0	0.99	1	101	0.9	-4
O=C(COC(=O)c1ccc(Cl)c(S(=O)(=O)N2CCCCCC2)c1)Nc1ccccc1	18	-6	3	13	-4	1.1	1	107	0.9	-3

Exported bar-delimited: part of the list above.
compound | G6PDH CS | TLR4-MyD88 BLA | APP 5'UTR act | Diaphorase inh | FLuc inh counter | NF-kB expr up | FLuc stim CS | STAT1 activator | Diaph act CS | APP transl inh
Cc1c(Cl)cccc1NC(=O)CC1SC(=NCC2CCCO2)NC1=O (stereo unspecified) | -1 | -20 | 0 | 2 | 0 | 2.2 | 1 | 108 | 1 | 0
Cc1[nH]n(-c2ccc([N+](=O)[O-])cc2)c(=O)c1C=NCCc1c(C)[nH]c2ccccc12 | -7 | 8 | -4 | 6 | 1 | 0.69 | 1 | 99 | 0.9 | 4
CC1=NN(C(=O)c2ccc(Cn3ccc([N+](=O)[O-])n3)cc2)C(O)(C(F)(F)F)C1 (stereo unspecified) | -2 | -16 | -7 | -2 | -4 | 0.89 | 1 | 93 | 1 | 7
O=C(COC(=O)c1ccc(Cl)c(S(=O)(=O)N2CCCCCC2)c1)Nc1ccccc1 | 18 | -6 | 3 | 13 | -4 | 1.1 | 1 | 107 | 0.9 | -3
COc1ccc(N(C(=O)CCC(=O)Nc2cc(C)on2)C(C(=O)NC2CCCC2)c2ccco2)cc1 (stereo unspecified) | -2 | -22 | 0 | 9 | -5 | 1.1 | 1.1 | 109 | 0.9 | 0

(continued)
SMILES	G6PDH CS	TLR4-MyD88 BLA	APP 5'UTR act	Diaphorase inh	FLuc inh counter	NF-kB expr up	FLuc stim CS	STAT1 activator	Diaph act CS	APP transl inh
CCCCCc1nc2c(=O)[nH]c3ccccc3c2o1	3	-1	1	5	-5	1.6	1	121	1	-1
Cc1ccc(NS(=O)(=O)c2ccc3c(c2)c(=O)n(C)c(=O)n3C)cc1F	2	2	-9	7	-11	0.76	1.1	90	0.9	9
COC(C(=O)Nc1cccc(F)c1)c1ccccc1 (stereo unspecified)	-1	15	11	19	-6	1.3	1.1	91	0.8	-11
Cc1ccccc1Oc1nc2ccccc2n2cnnc12	6	12	3	12	-2	1.2	1	95	0.9	-3
O=C(/C(Cl)=C/Nc1ccc(Br)cn1)C(F)(F)F	7	-1	22	-1	5	1.4	0.9	102	1	-22
CCOC(=O)N1CCN(c2nc3ccccc3nc2C(C#N)S(=O)(=O)c2ccc(C)cc2)CC1 (stereo unspecified)	-16	-10	3	24	-5	0.71	1	99	0.8	-3
COC(=O)C(CC(=O)c1ccc(Cl)cc1)c1ccc(C)cc1 (stereo unspecified)	4	1	6	25	-4	1.4	1	101	0.8	-6
CCN(CC)C(=O)c1ccc2nc3ccccc3nc2c1	8	-8	27	14	3	1.4	1	113	0.9	-27
CCOC(=O)CSc1nc2ccccc2n2cnnc12	3	-6	2	25	-4	1.1	1	104	0.7	-2
COC(=O)c1ccc(CSc2nc3ccccc3[nH]2)o1	4	-3	30	7	13	1.8	0.9	104	0.9	-30
Cc1ccc(N=CC2=C(O)CC(C)(C)CC2=O)nc1	0	-15	-11	2	10	0.96	0.9	92	1	11
COc1ccc(C2(CNC(=O)/C=C/c3ccco3)CCCC2)cc1OC	3	4	20	6	-5	1.3	1	101	0.9	-20
C/C(=N\NC(=O)c1cccs1)c1ccc2c(c1)OCO2	-1	3	29	2	12	2	0.9	123	1	-29
CSC1=NCCN1C(=O)c1ccc(S(=O)(=O)N2CCOCC2)cc1	7	-3	4	17	-3	0.96	1	106	0.8	-4
C=CCc1ccc(OCCOCCNCCCC)c(OC)c1	14	0	-8	8	1	1.3	1	102	0.9	8
Cc1nc(N2CCc3ccccc3C2)[nH]c(=O)c1CCC(C)C	9	1	4	5	-7	1.1	1.1	106	0.9	-4
